Calpain2 inh – inhibitors of pig calpain II, primary screen, biochemical, fluorogenic peptide substrate, 1536-well. purified calpain II, 30 min. inhibition, % at 16 µM. 0.37% of 220,000 active;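 active means inhibition above about 50%, limit read from the data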
FXIIa inh – human FXIIa protease inhibitors, primary screen, biochemical, 1536-well | Coagulation factor XII (Homo sapiens), P00748 | purified FXIIa, Boc-QGR-AMC fluorogenic substrate, 2 h | inhibition, % at 5 µM | 0.3% of 220,000 active | AID 800, 2007; in the data active means inhibition above about 40%;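 further: 0% = enzyme with no compound and 100% = blank without enzyme; many of its hits are not listed in these tables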
hK5 inh – human KLK5 protease inhibitors, primary screen, biochemical, 1536-well; Kallikrein-5 (Homo sapiens), Q9Y337; recombinant hK5, fluorogenic AMC substrate cleavage; inhibition, % at 5 µM; 0.59% of 210,000 active; AID 873, 2007;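 active means inhibition of 40% or more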;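 further: 0% = enzyme controls without compound and 100% = no-enzyme blanks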
KCC2 mod – KCC2 cotransporter modulators, thallium flux, primary screen, cell-based, HEK293 KCC2, FluoZin-2 fluorescence, MLSMR; Solute carrier family 12 member 5 (Homo sapiens), Q9H2X9; KCC2 cells, thallium flux FluoZin-2 fluorescence; B-score of Tl+ flux slope (higher = more flux/activation; lower = inhibition) at 10 µM; 2.2% of 190,000 active; AID 1456, 2008;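 active means thallium flux slope and its plate-corrected score both differing from the plate sample mean at a set confidence after two filtering rounds, in either direction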;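 further: slope of fluorescence scaled to starting intensity during 10 to 20 s after thallium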
Target sequence (Q9H2X9 whole entry, looked up): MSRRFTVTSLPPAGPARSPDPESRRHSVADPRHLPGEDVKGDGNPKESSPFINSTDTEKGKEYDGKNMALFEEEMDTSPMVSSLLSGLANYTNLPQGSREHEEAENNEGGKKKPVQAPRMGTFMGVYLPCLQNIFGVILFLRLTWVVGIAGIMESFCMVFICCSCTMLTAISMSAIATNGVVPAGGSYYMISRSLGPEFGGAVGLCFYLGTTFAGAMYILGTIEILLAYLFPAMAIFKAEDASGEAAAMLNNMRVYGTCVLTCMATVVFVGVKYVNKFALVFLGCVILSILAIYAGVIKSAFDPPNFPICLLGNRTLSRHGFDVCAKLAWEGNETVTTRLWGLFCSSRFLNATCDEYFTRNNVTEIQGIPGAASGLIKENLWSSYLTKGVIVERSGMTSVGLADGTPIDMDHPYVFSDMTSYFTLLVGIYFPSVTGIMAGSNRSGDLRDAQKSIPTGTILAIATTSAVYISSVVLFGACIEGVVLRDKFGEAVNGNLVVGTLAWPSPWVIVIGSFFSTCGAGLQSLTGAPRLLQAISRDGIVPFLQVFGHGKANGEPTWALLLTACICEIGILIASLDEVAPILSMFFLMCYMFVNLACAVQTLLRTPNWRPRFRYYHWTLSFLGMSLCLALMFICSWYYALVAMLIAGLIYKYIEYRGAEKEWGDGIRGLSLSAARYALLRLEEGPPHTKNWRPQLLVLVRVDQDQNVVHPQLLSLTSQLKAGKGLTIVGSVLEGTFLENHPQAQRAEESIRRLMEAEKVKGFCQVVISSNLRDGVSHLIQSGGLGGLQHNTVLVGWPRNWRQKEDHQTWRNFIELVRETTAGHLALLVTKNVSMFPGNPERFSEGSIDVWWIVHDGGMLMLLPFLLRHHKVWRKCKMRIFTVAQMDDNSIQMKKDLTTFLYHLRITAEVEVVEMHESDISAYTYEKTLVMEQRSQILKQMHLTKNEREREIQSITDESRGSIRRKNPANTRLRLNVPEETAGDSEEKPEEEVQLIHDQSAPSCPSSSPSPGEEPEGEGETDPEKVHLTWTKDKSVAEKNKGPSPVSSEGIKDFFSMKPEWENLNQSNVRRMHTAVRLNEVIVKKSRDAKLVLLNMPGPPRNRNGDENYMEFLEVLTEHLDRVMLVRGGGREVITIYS
thrombin 1536 – human alpha-thrombin inhibitors, primary screen, counter-screen for coagulation protease inhibitor project, biochemical, 1536-well, fluorogenic AMC substrate | inhibition, % at 5 µM | AID 1046, 2008 | Boc-VPR-AMC fluorogenic substrate cleavage | 0.26% of 220,000 active | Prothrombin (Homo sapiens), P00734;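 active means inhibition at or above 40%; inactive means inhibition below 40%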;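 further: 0% = enzyme with no compound and 100% = wells without enzyme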
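Test system: human alpha-thrombin; medium: pH 7.5 Tris-saline with Tween 20; times: reaction at room temperature; signal: AMC fluorescence at 355 nm excitation and 460 nm emission; also added: Boc-VPR-AMC substrate, 15 µM final; dosing: one concentration per compound, 5 µM, with 0.2% DMSO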
Rad51 HR inh – human RAD51 strand exchange inhibitors, primary screen, biochemical, fluorescence | inhibition, % at 10 µM | 0.085% of 200,000 active | hRad51 DNA strand exchange, fluorescence dequenching | AID 1385, 2008;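 active means inhibition above 40% at the single screening dose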;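 further: 0% = DMSO control wells and 100% = blanks with heterologous ssDNA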
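Material: hRad51 filaments on single-stranded DNA; Reagent: Donor/quencher-labelled 47-bp dsDNA substrate; Compound: 10 µM final, single point; Schedule: 37 °C 15-min filament assembly, 30-min compound preincubation, 15-min exchange; Technique: FRET fluorescence, excitation 485 nm, emission 520 nm; Benchmarks: control wells and blank wells on each plate.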
FXIa inh 1536 – human FXIa protease inhibitors, primary screen, biochemical, 1536-well. Coagulation factor XI (Homo sapiens), P03951. 0.14% of 220,000 active. inhibition, % at 5 µM. AID 798, 2007. purified FXIa, Boc-Glu-Ala-Arg-AMC fluorogenic substrate;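 active means inhibition of at least 40%; inactive means inhibition below 40%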;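 further: fluorescence of freed AMC excited at 355 nm; 0% = enzyme without compound and 100% = no enzyme blank; many of its hits are not listed in these tables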
Furin inhibitor – human furin inhibitors, primary screen, biochemical, fluorescence intensity; P09958; purified furin, fluorogenic substrate cleavage; inhibition, % at 30 µM; 0.061% of 220,000 active; AID 463115, 2010; in the data active means inhibition above about 25%; further: inactives centre near -15
PERK inhibitor – block of dimerizer-induced PERK translation repression, primary screen, PERK inhibitor project, CHO PERK-DD cells, SEAP luminescence, HTS; Eukaryotic translation initiation factor 2-alpha kinase 3 (Homo sapiens), Q9NZJ5; CHO PERK-DD fusion, SEAP luminescence translation reporter; inhibition, % at 5.6 µM; 0.17% of 220,000 active;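 active means inhibition above the mean inhibition of all tested compounds plus 3 SD, set separately per screening campaign, cut at about 2.9% in these data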;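 further: PERK kinase domain activated by AP20187 dimerizer at 100 nM; 0% = DMSO with dimerizer and 100% = rapamycin at 8.4 µM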
Starred values were filed as active, the others as inactive; · = no result given; [ ] = remark or other dose. These rows are one share of the data. The share of hits here may be higher or lower than overall.

No.	mol	Calpain2 inh	FXIIa inh	hK5 inh	KCC2 mod	thrombin 1536
1	CCCc1cc(=O)oc2cc(OCC(=O)NCc3cccs3)ccc12	-44	3	-24	2.2	-4
2	Cc1cc(NC(=O)CN2C(=O)NC(C)(c3ccc(OC(F)F)cc3)C2=O)no1 (centres undefined)	13	1	-22	0.28	-5
3	Fc1ccc(-c2cc3nc4c(c(N5CCOCC5)n3n2)CCCC4)cc1	-21	14	3	·	0
4	Cc1nnc(SCC(=O)N2CCCCC2)n1CC1CCCO1 (centres undefined)	-12	21	-3	0.35	4
5	CCN=C1SC(C(=O)Nc2ccc(OCC)cc2)CC(=O)N1CC (centres undefined)	-8	13	0	-0.41	4
6	Cc1ccc(Nc2nnc(SCC(=O)c3cc4ccccc4o3)s2)cc1C	6	3	-14	-8.7*	-4
7	COc1ccc(CNC(=O)CSc2ccsc2[N+](=O)[O-])cc1	15	7	-8	0.34	-9
8	Nc1nc(NC(=O)c2ccccc2Cl)nn1-c1ccccc1	1	5	2	0.95	3
9	O=C(Nc1ccccc1F)C1CCCN(S(=O)(=O)c2ccccc2)C1 (centres undefined)	21	6	-5	0.015	5
10	CCOC(=O)c1cnc(-n2nc(C)cc2C)nc1NC1CCCCC1	-30	10	4	·	1

No.	Rad51 HR inh	FXIa inh 1536	Furin inhibitor	PERK inhibitor
1	-1	-2	-9	0.5
2	2	-9	-18[20 µM]	1.5
3	2	4	-13	-0.8
4	10	14	-8[20 µM]	0.2
5	21	-2	-22	-0.4
6	2	-3	-20	0.3
7	1	0	-11	0.1
8	·	2	-8	2.5
9	5	-1	-9	0.5
10	-5	8	-7	-1.0

Next section:
No.	mol	Calpain2 inh	FXIIa inh	hK5 inh	KCC2 mod	thrombin 1536
11	Cc1ccc(S(=O)(=O)C2CCCCC2=O)cc1 (centres undefined)	-9	16	-16	-0.19	-5
12	O=C(O)CS(=O)CC(=O)NCc1cccc(C(F)(F)F)c1 (centres undefined)	-8	1	-8	-0.083	-2
13	O=c1cc(-c2ccc(F)cc2)[nH][nH]1	-1	3	-6	·	-3
14	COc1ccc(CCNc2nc(C)nc3c2oc2ccccc23)cc1OC	-43	12	-23	-0.88	5
15	COC(=O)c1cc(Br)c(=O)n(CCC2=CCCCC2)c1	25	5	0	0.011	0
16	NC(=O)c1c(N)sc(=S)n1CC1CCCO1 (centres undefined)	20	12	-4	0.74	4
17	CC1CCCC/C1=N\NC(=S)Nc1ccccc1 (centres undefined)	-6	6	-11	9.5*	-5
18	Cc1ccc(CSC2=NCCN2C(=O)C2CC2)cc1	37	-4	-1	0.53	-6
19	CCN(CC)S(=O)(=O)c1ccc(/C(O)=C(\C#N)c2nc3ccccc3n2C)cc1	-180	19	-29	0.92	8
20	O=C(CSc1nnc(-c2n[nH]c3ccccc23)n1-c1ccccc1)Nc1cccc(Cl)c1	-9	5	-10	-0.019	-5

No.	Rad51 HR inh	FXIa inh 1536	Furin inhibitor	PERK inhibitor
11	-6	8	-5	0.9
12	-18	-4	-28	1.1
13	2	-3	-20	0.9
14	2	-1	-3[20 µM]	-0.8
15	-1	3	-19[20 µM]	-0.3
16	-1	5	3	0.8
17	6	-2	-14	0.5
18	1	-8	-18[20 µM]	1.0
19	-7	6	-20	0.0
20	9	3	-15	0.0

From compound 19 as far as 20, as listed above:
No.	mol	Calpain2 inh	FXIIa inh	hK5 inh	KCC2 mod	thrombin 1536
19	CCN(CC)S(=O)(=O)c1ccc(/C(O)=C(\C#N)c2nc3ccccc3n2C)cc1	-180	19	-29	0.92	8
20	O=C(CSc1nnc(-c2n[nH]c3ccccc23)n1-c1ccccc1)Nc1cccc(Cl)c1	-9	5	-10	-0.019	-5

No.	Rad51 HR inh	FXIa inh 1536	Furin inhibitor	PERK inhibitor
19	-7	6	-20	0.0
20	9	3	-15	0.0

Following part
No.	mol	Calpain2 inh	FXIIa inh	hK5 inh	KCC2 mod	thrombin 1536
21	COc1ccc(Cl)cc1S(=O)(=O)n1ccnc1C(C)C	0	7	-6	-0.15	-8
22	COc1ccc(Cn2c(=O)sc3ccccc3c2=O)cc1	8	9	4	0.52	-4
23	COCC(=O)Nc1nc(-c2ccccc2)ns1	27	24	58*	-0.16	19
24	Cc1noc(C)c1COc1cccc(C(=O)N2CCN(C/C=C/c3ccccc3)CC2)c1	-27	9	-1	-2.4	-2
25	O=C1c2ccccc2CC1Sc1nnc(-c2ccccn2)o1 (centres undefined)	26	15	6	0.53	3
26	Fc1cnc(Cl)nc1N1CCN(c2ccccc2)CC1	-10	2	-3	-0.14	-3
27	O=C(O)/C=C/C(=O)NNC(=O)c1ccccc1Br	-17	8	-28	0.1	-6
28	Cc1cc2oc(=O)cc(CN3CCN(S(=O)(=O)c4cccs4)CC3)c2cc1C(C)C	-15	6	-5	-2.7	-6
29	Cc1csc2c(=O)sc(NC(=O)c3ccc(F)cc3Cl)nc12	-30	15	6	-0.71	4
30	CC(=O)OC1CC[C@@]2(C)C(CCC3C2CC(=O)[C@@]2(C)C3CC3CC(C)=CC(=O)C32)C1 (some centres undefined)	2	5	1	-0.32	3

No.	Rad51 HR inh	FXIa inh 1536	Furin inhibitor	PERK inhibitor
21	1	-2	-20	1.1
22	-15	0	-9	1.1
23	0	-11	-12[20 µM]	1.4
24	-1	-5	-16	-1.4
25	-2	4	-14	0.1
26	17	-1	-14	-0.1
27	6	1	-17	1.8
28	2	-10	-16	0.7
29	8	6	-21	-0.8
30	-13	0	-20	0.5

Next compounds follow:
No.	mol	Calpain2 inh	FXIIa inh	hK5 inh	KCC2 mod	thrombin 1536
31	COc1ccccc1NC(=O)NCCCl	7	13	-2	-0.38	-1
32	Cc1ccc2cc(CCNC(=O)c3ccc4c(c3)OCO4)c(=O)[nH]c2c1C	-10	15	-27	-2.8	-2
33	Cc1cc(C)n2c(SCc3ccccc3Cl)nnc2n1	11	-1	-13	·	-6
34	CCNc1nc(C)nc2c1oc1ccccc12	-1	11	13	·	-1
35	Cc1ccc(C(=O)Nc2ccc(S(=O)(=O)N3CCN(C)CC3)cc2)o1	15	16	-14	-0.23	-1
36	O=C(COC(=O)c1ccccc1NC(=O)c1ccco1)NCc1ccc2c(c1)OCO2	-42	14	8	-0.93	4
37	Cc1ccc(Nc2cc(C)nc3c(C)ccc([N+](=O)[O-])c23)cc1	17	8	-20	-0.66	-6
38	Fc1ccc(Nc2cccc3nccnc23)cc1	16	-1	-21	0.013	-4
39	CCNC(=O)CC1SC(=Nc2ccc(C)cc2)NC1=O (centres undefined)	-3	2	-16	-1.2	-7
40	CCn1ccc(C(=O)NC2=C(C#N)CCC2)n1	-20	15	0	0.51	2

No.	Rad51 HR inh	FXIa inh 1536	Furin inhibitor	PERK inhibitor
31	-2	8	-9[20 µM]	0.7
32	4	7	-37	0.2
33	11	-8	-16[20 µM]	-0.6
34	4	-1	-9	-0.2
35	9	5	-24	0.1
36	-2	3	-21	-0.6
37	4	0	4	0.5
38	-9	-6	-5	-0.2
39	10	-1	-23	1.2
40	15	1	1[20 µM]	0.6

Remaining list, next part.
No.	mol	Calpain2 inh	FXIIa inh	hK5 inh	KCC2 mod	thrombin 1536
41	Cc1ccccc1-n1c(SCc2c(C)noc2C)nnc1-c1ccncc1	-110	1	-26	·	-8
42	O=C(CS(=O)CC(=O)N(CC(=O)NC1CCCC1)C1CCCC1)Nc1ccc(F)cc1 (centres undefined)	2	21	-14	·	0
43	C/C(N)=C(/C#N)C(=O)COC(=O)COc1ccc(Cl)cc1C	-18	8	-19	-1.4	2
44	CSc1nc(SCCO)c2sc3nc(-c4ccco4)c4c(c3c2n1)CC(C)(C)OC4	-148	-9	-19	·	4
45	CCOc1ccc(C(=O)Nc2nc3ccccc3[nH]2)cc1OCC	2	8	0	-1.5	-23
46	Cc1ccc(S(=O)(=O)c2cnc(-c3ccccc3)nc2N2CCCCC2)cc1	14	0	-37	-0.035	0
47	CN(C)c1ccc(CNCCC(Cc2ccccc2)c2ccco2)cc1 (centres undefined)	44	8	2	0.36	1
48	O=C(CCCCCNC(=O)c1ccccc1)C[N+](=O)[O-]	24	5	2	1.2	-11
49	CN(c1ccccc1)S(=O)(=O)c1cc(C(=O)OCC(N)=O)ccc1Cl	16	0	-4	-0.48	-5
50	CCn1nccc1C(=O)Nc1ccc(Cl)c(Cl)c1	-19	14	-11	-0.71	1

No.	Rad51 HR inh	FXIa inh 1536	Furin inhibitor	PERK inhibitor
41	-3	1	1[20 µM]	0.0
42	3	2	-15	0.1
43	6	-7	-12[20 µM]	0.4
44	·	3	-10	1.2
45	1	-7	-23	-0.7
46	1	-8	-12	1.3
47	-7	-1	-17	-0.2
48	-3	-3	-5	0.8
49	0	-4	-21	0.5
50	2	2	-21[20 µM]	0.2

In a second layout: 5 of the compounds above
Below each SMILES – Calpain2 inh | FXIIa inh | hK5 inh | KCC2 mod | thrombin 1536 | Rad51 HR inh | FXIa inh 1536 | Furin inhibitor | PERK inhibitor
[47] CN(C)c1ccc(CNCCC(Cc2ccccc2)c2ccco2)cc1 (centres undefined)
  44 | 8 | 2 | 0.36 | 1 | -7 | -1 | -17 | -0.2
[45] CCOc1ccc(C(=O)Nc2nc3ccccc3[nH]2)cc1OCC
  2 | 8 | 0 | -1.5 | -23 | 1 | -7 | -23 | -0.7
[43] C/C(N)=C(/C#N)C(=O)COC(=O)COc1ccc(Cl)cc1C
  -18 | 8 | -19 | -1.4 | 2 | 6 | -7 | -12[20 µM] | 0.4
[48] O=C(CCCCCNC(=O)c1ccccc1)C[N+](=O)[O-]
  24 | 5 | 2 | 1.2 | -11 | -3 | -3 | -5 | 0.8
[50] CCn1nccc1C(=O)Nc1ccc(Cl)c(Cl)c1
  -19 | 14 | -11 | -0.71 | 1 | 2 | 2 | -21[20 µM] | 0.2

(listing goes on)
No.	mol	Calpain2 inh	FXIIa inh	hK5 inh	KCC2 mod	thrombin 1536
51	O=[N+]([O-])c1nn(-c2ccc3c(c2)OCCO3)n(O)c1=NCc1ccc(F)cc1Cl	-25	5	-19	0.0042	-2
52	Cc1cc(-c2nc(C)c(C(=O)NNS(=O)(=O)c3ccccc3)s2)no1	11	6	-6	0.37	-2
53	CC(C)n1cc(NC(=O)C2CC(c3cccc(Br)c3)=NO2)cn1 (centres undefined)	-17	13	-29	-0.63	-1
54	COc1ccc(C2CC(c3cccs3)=NN2C(=O)CSc2nnc(N)s2)cc1OC (centres undefined)	-25	9	2	-0.75	-1
55	O=C(O)CCC(=O)NCc1ccc(C(=O)O)cc1	-15	16	-12	-1.1	3
56	CCOc1ccccc1-c1nc2c([nH]1)c(=O)n(C)c(=O)n2C	-80	-1	-14	·	3
57	CCCCNC(=O)COC(=O)c1cc(Br)ccc1Cl	8	4	-6	0.055	-9

No.	Rad51 HR inh	FXIa inh 1536	Furin inhibitor	PERK inhibitor
51	-35	5	-20	1.1
52	3	0	-12	1.2
53	-5	1	-15[20 µM]	0.5
54	-4	3	-14	0.8
55	-1	6	-20[20 µM]	1.2
56	-9	-7	-17	-0.5
57	-4	-4	-12	-0.3
